Screening results deposited in PubChem BioAssay by several laboratories.
p97 inhibitor: human p97 ATPase inhibition | recombinant p97 ATPase, Kinase-Glo ATP luminescence, 3 h | hit rate 0.42% among 220,000 | P55072 | inhibition, % at 8 µM; in the data active = inhibition above about 15%;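 note: 0% = DMSO vehicle and 100% = wells lacking enzyme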
Target sequence (P55072 whole entry, looked up): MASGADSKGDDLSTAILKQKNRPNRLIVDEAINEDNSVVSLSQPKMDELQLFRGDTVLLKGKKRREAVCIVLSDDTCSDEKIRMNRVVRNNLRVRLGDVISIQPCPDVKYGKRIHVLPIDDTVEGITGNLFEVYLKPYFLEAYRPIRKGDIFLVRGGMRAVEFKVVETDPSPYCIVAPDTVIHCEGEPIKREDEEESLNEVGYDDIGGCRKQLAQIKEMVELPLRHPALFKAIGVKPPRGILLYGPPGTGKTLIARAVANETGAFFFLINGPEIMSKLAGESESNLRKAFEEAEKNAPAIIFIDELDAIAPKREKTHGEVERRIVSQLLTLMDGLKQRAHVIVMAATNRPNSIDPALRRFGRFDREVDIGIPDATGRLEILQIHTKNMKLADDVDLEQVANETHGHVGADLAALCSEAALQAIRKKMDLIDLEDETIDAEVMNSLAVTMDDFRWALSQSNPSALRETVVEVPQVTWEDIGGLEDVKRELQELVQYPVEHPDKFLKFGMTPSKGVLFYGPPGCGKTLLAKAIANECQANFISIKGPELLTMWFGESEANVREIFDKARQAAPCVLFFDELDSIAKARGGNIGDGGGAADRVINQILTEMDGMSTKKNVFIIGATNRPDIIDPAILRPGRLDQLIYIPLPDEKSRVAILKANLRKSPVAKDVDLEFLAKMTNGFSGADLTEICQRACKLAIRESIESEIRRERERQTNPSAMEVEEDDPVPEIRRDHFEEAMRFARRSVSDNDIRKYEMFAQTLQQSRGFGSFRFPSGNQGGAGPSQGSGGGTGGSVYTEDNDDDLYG
MDM2 E3 inh: blocks human Mdm2 ubiquitin ligase activity | cell-based MDM2 ubiquitination luciferase reporter, 2 h; 0 = plate control, 100 = twice control, blank-subtracted | Q00987 | AID 1230 | signal enhancement, % at 5 µM | hit rate 0.11% among 210,000;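 active = signal enhancement of 30% or more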;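 note: luminescence tracks abundance of the self-degrading MDM2-luciferase fusion protein; higher signal means inhibition of MDM2 E3 ligase activity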
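test system = mammalian cells stably expressing self-ubiquitinating, self-degrading MDM2 E3–luciferase fusion | quantity = 2000 cells/well | incubation = cell settling 4 h, compound treatment 2 h, both 37 °C | signal = luminescence with SteadyLite reagent, 15 min at room temperature | evaluation = % enhancement relative to plate controls after blank subtraction | benchmarks = plate controls and plate blanks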
Wee1 stabilizer: inhibitors of human Wee1 degradation. HeLa Luc-Wee1K328M stability, luciferase luminescence; 100% = proteasome inhibitor MG132 effect. hit rate 1.2% among 220,000. reporter increase, % at 5 µM. P30291. AID 1321;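 active = activation above the mean of all tested compounds plus 3 SD, set per screening run, cut at about 8.8% in these data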;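 note: cells exposed to compound for 20 h before luminescence read; 0% = DMSO alone and 100% = MG132 at 30 µM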
eIF4E-4G inh: blocks eIF4E binding to eIF4G; hit rate 0.37% among 220,000; inhibition, % at 21.7 µM; P63073+Q04637; TR-FRET eIF4E-eIF4GI(517-606) binding, 2 h;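 active = inhibition above about 30%, limit read from the data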;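 note: 0% = full FRET control wells and 100% = background wells lacking eIF4GI fragment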
14-3-3 Bad PPI: disrupts binding of bovine 14-3-3 zeta to phospho-Bad peptide; P63103; TR-FRET 14-3-3zeta/Dy647-pBad peptide displacement, 1 h; inhibition, % at 21.7 µM; hit rate 0.71% among 220,000;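 active = inhibition above about 70%, limit read from the data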;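 note: 0% = full 14-3-3 plus peptide FRET controls and 100% = background without 14-3-3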
Target sequence (P63103 whole entry, looked up): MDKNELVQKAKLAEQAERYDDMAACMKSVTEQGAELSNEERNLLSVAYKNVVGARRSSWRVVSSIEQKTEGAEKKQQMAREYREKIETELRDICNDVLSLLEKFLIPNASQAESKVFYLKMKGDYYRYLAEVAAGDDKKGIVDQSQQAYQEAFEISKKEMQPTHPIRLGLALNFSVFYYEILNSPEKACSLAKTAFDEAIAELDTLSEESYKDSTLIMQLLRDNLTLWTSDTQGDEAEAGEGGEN
FXIIa inh 1536: factor XIIa (human) inhibition; purified FXIIa, Boc-QGR-AMC fluorogenic substrate, 2 h; inhibition, % at 5 µM; hit rate 0.3% among 220,000; AID 800; in the data active = inhibition above about 40%;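 note: 0% = enzyme with no compound and 100% = blank without enzyme; many of its hits are not listed in these tables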
Rad51 HR inh: blocks human Rad51 in homologous recombination; Q06609; hRad51 DNA strand exchange, fluorescence dequenching; inhibition, % at 10 µM; hit rate 0.085% among 200,000; AID 1385;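 active = inhibition above 40% at the single screening dose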;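 note: 0% = DMSO control wells and 100% = blanks with heterologous ssDNA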
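Material: hRad51 filaments on single-stranded DNA; Reagent: Donor/quencher-labelled 47-bp dsDNA substrate; Compound: 10 µM final, single point; Schedule: 37 °C 15-min filament assembly, 30-min compound preincubation, 15-min exchange; Technique: FRET fluorescence, excitation 485 nm, emission 520 nm; Benchmarks: control wells and blank wells on each plate.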
FXIa inh: blocks human coagulation factor XIa protease activity; purified FXIa, Boc-Glu-Ala-Arg-AMC fluorogenic substrate; inhibition, % at 5 µM; hit rate 0.14% among 220,000; AID 798;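 active = inhibition of at least 40%; inactive = inhibition below 40%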;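 note: fluorescence of freed AMC excited at 355 nm; 0% = enzyme without compound and 100% = no enzyme blank; many of its hits are not listed in these tables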
KLK5 inh: inhibitors of human kallikrein 5. inhibition, % at 5 µM. Q9Y337. hit rate 0.59% among 210,000. recombinant hK5, fluorogenic AMC substrate cleavage;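 active = inhibition of 40% or more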;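 note: 0% = enzyme controls without compound and 100% = no-enzyme blanks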
An asterisk follows results filed as active; · = no result given; [ ] = dose if it differs, or a comment.

p97 inhibitor,MDM2 E3 inh,Wee1 stabilizer,eIF4E-4G inh,14-3-3 Bad PPI,FXIIa inh 1536,Rad51 HR inh,FXIa inh,KLK5 inh,SMILES
4.6,-9.4,-1.6,-3.8,-7.0,7.9,31.9,2.1,0.6,C/C(=N\N=C(N)N)c1cc(Cl)ccc1Cl
-5.2,-19.0,3.4,-1.6[fluorescence artefact?],0.8,31.0,·,20.5,80.4*,O=C(CNC(=O)c1ccccc1)NCC(=O)OCC(=O)c1ccc(F)cc1
-3.2,10.7,-1.1,0.3,2.2,25.4,0.6,8.7,17.1,COC(=O)c1ccc(C(NC(=O)c2cccnc2)NC(=O)c2cccnc2)cc1
-3.3,0.9,3.4,1.8,-13.8,-4.0,-7.9,-9.9,6.0,O=C(Cn1cc(C(=O)c2ccco2)c2ccccc21)NCc1ccco1
0.2,-13.2,3.6,1.5,-3.8,5.3,-68.7,-1.7,-7.0,Cc1ccccc1-n1c(=O)cc(N2CCc3ccccc32)[nH]c1=O
3.4,3.4,0.2,4.1[fluorescence artefact?],-6.4[fluorescence artefact?],2.2,-5.7,-1.3,3.5,Cc1ccccc1OCC(=O)NNC(=O)c1ccc(-c2ccccc2)cc1
-3.7,-15.1,0.5,-2.3,5.7,-1.6,-1.4,-4.1,-4.3,O=C(CNS(=O)(=O)c1ccc(Cl)cc1)NNC(=O)c1cccnc1
-1.5,-4.4,-0.3,0.3,-3.2,13.7,1.7,-2.7,2.2,O=C(CN(Cc1ccco1)C(=O)Cn1nnc(-c2cccs2)n1)NCC1CCCO1 (configuration not stated)
-0.2,-3.2,5.8,-3.3[fluorescence artefact?],7.5[fluorescence artefact?],12.8,-1.4,-10.8,14.0,O=C(NCC1CCCO1)c1ccc2ccccc2n1 (configuration not stated)
-2.8,7.8,-0.5,0.2,-4.4,13.2,-13.1,17.4,-7.2,CCN1CCN(CC(=O)c2c(C)n(C)c3ccc(OC)cc23)CC1
-1.0,-4.9,-2.5,0.2,-2.2[fluorescence artefact?],13.2,-3.6,0.6,-17.2,O=C(O)CNC(=O)c1ccc2c(c1)OCCO2
2.5,-17.4,2.9,-11.8,5.9,4.8,·,-1.4,-11.0,COc1cc(NC(=O)c2cc(-c3cccnc3)nc3ccc(C)cc23)c(OC)cc1Cl
4.2,-15.1,1.1,·,·,-14.3,-11.1,-16.6,-10.9,CCc1ccccc1Nc1ccc(C(=O)O)cc1N
-2.0,-9.7,8.0,1.8,-3.0,-0.6,-4.2,-2.2,-3.4,Cc1ccc(/C=N/NC(=O)c2cc(-c3cccnc3)nc3ccccc23)cc1
5.8,-4.5,4.3,17.4[fluorescence artefact?],15.8,11.6,-4.6,2.5,2.6,CCOC(=O)/C=C/C(=O)Nc1cccc([N+](=O)[O-])c1
-1.0,4.4,0.9,0.3[fluorescence artefact?],-11.7,8.2,-7.6,0.0,-0.2,O=S(=O)(c1ccc(N2CCCC2c2nc3ccccc3s2)nc1)N1CCOCC1 (configuration not stated)
·,9.8,·,-0.2,-0.8,12.4,3.3,2.4,2.0,COc1ccc(C2/C=C\CN(Cc3ccc(N(C)C)cc3)CC(=O)N2Cc2ccc(F)cc2)cc1 (configuration not stated)
-6.1,1.2,2.5,-30.9,10.9[fluorescence artefact?],14.0,11.5,2.3,-0.9,CCOC(=O)NC1(C(F)(F)F)NC(=O)N(c2ccc(F)cc2)C1=O (configuration not stated)
3.3,1.6,-4.8,4.5[fluorescence artefact?],-10.7[fluorescence artefact?],11.2,-4.0,4.4,-1.3,CC1(C)CC(=O)C(CC2=C(O)CC(C)(C)CC2=O)C(=O)C1
1.5,3.0,0.8,-1.5,-3.0,9.6,5.3,-10.4,-10.9,CN(C(=O)Nc1ccc(Cl)c(Cl)c1)c1ccccc1C(=O)O
4.9,-9.5,1.4,4.2,-4.2,6.7,-2.6,-0.9,0.6,COc1ccc2[nH]c(C(=O)Nc3ncc(C)cc3Br)cc2c1
0.0,-7.3,2.5,4.3,-13.6,6.7,27.8,-4.8,-5.0,CCN(CC)C(=O)COc1ccc(/C=C(\C#N)S(=O)(=O)c2ccccc2)cc1OC
-3.1,-5.8,-0.8,2.5,-2.4,5.6,-3.2,-1.9,-6.8,CC1=NN(c2ccccc2)C(=O)/C1=C/c1cc2cc(C)ccc2nc1N1CCCCC1
2.0,-18.4,0.1,1.8,-1.9,3.2,·,-1.8,·,O=C(CC1C(=O)NCCN1Cc1cccc(Oc2ccccc2)c1)NCCCn1cccn1 (configuration not stated)
14.6*,-16.4,2.3,-13.3[fluorescence artefact?],6.0[fluorescence artefact?],-3.5,·,4.8,-45.7,O=C(N/N=C/c1ccc(-c2ccc(S(=O)(=O)Nc3ncccn3)cc2)o1)c1cc2ccccc2cc1O
3.5,-18.3,3.5,1.1,-0.8,10.6,-3.0,5.2,29.3,COc1cccc(S(=O)(=O)NCc2ccc(C(=O)NCC3CCCO3)cc2)c1 (configuration not stated)
1.9,-15.0,-1.7,6.0,-3.9,5.8,3.5,-1.2,-5.8,COc1ccc(OC)c(NC(=O)CSCc2cnn(-c3ccccc3)c2-n2cccc2)c1
-8.1,-8.9,1.2,-0.2,1.7,9.4,-0.4,2.6,-6.1,C=C(C)c1cccc(C(C)(C)NC(=O)Nc2ccc(Cl)cn2)c1
-2.5,1.6,-1.9,0.5,15.2,20.5,-1.4,4.8,-9.2,O=C(CC1NCCNC1=O)Nc1ccc(Oc2ccccc2)cc1 (configuration not stated)
1.5,-3.7,3.6,1.4,-7.7,5.8,14.3,16.1,-3.8,COc1cc(C(=O)NCc2nnc(SCC(=O)N3CCOCC3)o2)cc(OC)c1OC
1.9,-5.8,-0.2,5.5,-4.4,8.9,1.3,-2.2,-3.0,CCN1CCn2c1nc(N1CCOCC1)nc2=O
1.4,-12.1,3.0,1.4,4.1,7.6,18.7,-3.7,2.8,COc1ccc(NC(=O)Nc2nnc(C(C)(C)C)s2)cc1
3.8,-12.2,-0.3,6.3,8.8,7.8,0.1,-0.1,3.5,COC(=O)c1cccc(N2C(=O)c3cccnc3C2=O)c1
5.8,6.2,1.2,0.9,-4.5,16.8,-18.1,10.1,-5.9,O=C(CSc1nc2ccccc2c(=O)n1-c1ccc(F)cc1F)Nc1ccc(N2CCOCC2)cc1
-7.4,16.7,-1.5,-1.3,-6.0,20.7,3.1,0.8,-5.6,Cc1ccc(S(=O)(=O)n2nc(C)c(Br)c2C)c(C)c1C
-2.7,-3.9,1.4,4.3,-10.4,5.8,·,-3.4,-20.4,Cc1ccc(C2OC(=O)c3ccccc32)cc1 (configuration not stated)
3.3,-6.2,-1.3,1.9,-13.6,8.9,7.2,-0.8,-1.3,Cn1nnnc1SCC(=O)Nc1cc(S(=O)(=O)N2CCCC2)ccc1Cl
-2.4,-13.9,-1.4,7.5,-16.6,-6.9,5.4,3.4,-0.1,Cc1onc(-c2ccccc2Cl)c1C(=O)N1CCc2ccccc2C1
1.4,·,3.7,-11.9,-1.4,3.7,-1.4,-3.3,0.6,CCOc1cc(/C=N/NC(=O)C(=O)NCC2CCCO2)ccc1OCC(=O)N1CCOCC1 (configuration not stated)
-1.2,-3.8,2.0,2.6,-4.0,4.6,·,0.7,·,CCOC(=O)C1=C(C)NC(=O)NC1c1ccc(-c2ccc(F)cc2)o1 (configuration not stated)
1.5,-13.7,3.3,1.1[fluorescence artefact?],3.6,14.0,-4.6,5.7,-7.6,CC(OC(=O)C1CC(O)CN1S(=O)(=O)c1ccccc1[N+](=O)[O-])C(=O)N1CCCCC1 (configuration not stated)
1.2,-23.1,3.5,0.4,-2.0,12.0,-4.3,-8.1,-12.7,O=C(NC(=S)Nc1ccccc1N1CCCC1)c1cccs1
-4.7,-7.8,0.8,3.4,-3.2,-76.8,6.1,-41.6,-45.6,CN(C)CCCNc1oc(/C=C/c2ccccc2)nc1C#N
0.5,-26.3,2.5,-4.2,4.7,12.5,11.6,4.9,5.5,CC(C)c1ccc(C(O)P(=O)(OCc2ccccc2)c2ccc(N(C)C)cc2)cc1 (configuration not stated)
1.8,-60.0,-0.8,5.2,-13.8,7.0,-7.0,2.2,1.3,CCN(CC)S(=O)(=O)c1ccc(=O)[nH]c1
6.1,-4.8,-1.4,-6.4,-12.1,15.0,8.4,7.0,-14.3,CCOC(=O)C(OC(=O)c1sc(=S)n(C)c1C)C(C)=O (configuration not stated)
5.3,-25.3,2.7,0.8,5.6,9.2,-4.3,-11.6,-9.3,O=[N+]([O-])C1=C(Nc2cccc3ccccc23)CS(=O)(=O)C1
4.1,7.6,-3.4,17.0,-10.1[fluorescence artefact?],7.8,4.4,3.9,-10.0,CC(=O)c1cccc(NC(=O)C(OC(=O)c2cccs2)c2ccccc2)c1 (configuration not stated)
-0.9,7.9,2.4,0.2,0.2,14.0,13.3,-2.7,-12.4,FCCCOc1ccc(-c2nccc(-c3ccc(Br)cc3)n2)cc1
-3.1,-7.4,-0.2,-4.4,-10.8,14.5,-1.5,-7.9,-27.0,O=C(CSc1nnc(-c2cnccn2)n1Cc1ccco1)c1ccccc1
3.3,-10.2,-1.5,-0.1,2.3,-2.7,-2.6,3.4,0.9,COC(=O)[C@@H](NC(=O)NCc1ccc(F)cc1)C(C)C
3.4,0.1,2.6,1.4,9.7,8.7,8.6,5.3,-3.5,Cc1cccc(-c2nc(CS(=O)CC(=O)N3CCN(C)CC3)c(C)o2)c1 (configuration not stated)
0.9,-6.1,0.5,-5.3,8.3,10.4,-3.0,0.0,12.9,O=c1[nH][nH]c(C(F)(F)F)c1C=NCc1ccccc1Cl
3.6,2.1,-0.9,-20.0,-13.4,20.1,·,3.1,-7.4,O=C(c1cccs1)[C@@H]1[C@@H]2C(=O)N(Cc3ccc4c(c3)OCO4)C(=O)[C@@H]2C2c3ccccc3C=CN21 (some centres not stated)
5.4,1.1,-1.7,-2.8,5.8,5.0,5.1,-1.9,-77.8,O=C(N/N=C/c1cccc(C(F)(F)F)c1)c1cc2c(s1)-c1ccccc1CC2

Six entries from above, sorted by the value under FXIa inh, largest number first:
SMILES	p97 inhibitor	MDM2 E3 inh	Wee1 stabilizer	eIF4E-4G inh	14-3-3 Bad PPI	FXIIa inh 1536	Rad51 HR inh	FXIa inh	KLK5 inh
CC(OC(=O)C1CC(O)CN1S(=O)(=O)c1ccccc1[N+](=O)[O-])C(=O)N1CCCCC1 (configuration not stated)	1.5	-13.7	3.3	1.1[fluorescence artefact?]	3.6	14.0	-4.6	5.7	-7.6
Cc1cccc(-c2nc(CS(=O)CC(=O)N3CCN(C)CC3)c(C)o2)c1 (configuration not stated)	3.4	0.1	2.6	1.4	9.7	8.7	8.6	5.3	-3.5
CC(=O)c1cccc(NC(=O)C(OC(=O)c2cccs2)c2ccccc2)c1 (configuration not stated)	4.1	7.6	-3.4	17.0	-10.1[fluorescence artefact?]	7.8	4.4	3.9	-10.0
COC(=O)[C@@H](NC(=O)NCc1ccc(F)cc1)C(C)C	3.3	-10.2	-1.5	-0.1	2.3	-2.7	-2.6	3.4	0.9
CCN(CC)S(=O)(=O)c1ccc(=O)[nH]c1	1.8	-60.0	-0.8	5.2	-13.8	7.0	-7.0	2.2	1.3
CN(C)CCCNc1oc(/C=C/c2ccccc2)nc1C#N	-4.7	-7.8	0.8	3.4	-3.2	-76.8	6.1	-41.6	-45.6
